# Screens (PubChem BioAssay)
# p53 reactivation: qHTS assay for re-activators of p53 using a Luc reporter; H1299 p53-A138V BP100-luciferase reporter, luminescence, 24 h; Potency, µM (doses to about 92.2 µM), for the others: at the highest dose activity change, positive = activation, most hits filed as activators; actives 0.063% (n = 320,000); also: potency is read from the fitted curve at half-maximal effect; % of control where 0% means no effect; nearly all actives have a fitted effect of over 45% in size
#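 p53-null H1299 cells stably carrying temperature-sensitive p53-A138V and a BP100-luciferase reporter were pinned with compounds (4-point, 1:5 series) and held 24 hrs at 37 deg C. Luminescence was read 10 min after detection reagent.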
# FLuc modulator: qHTS profiling assay for firefly luciferase inhibitor/activator using purifed enzyme and Km concentrations of substrates (counterscreen for miR-21 project); Luciferin 4-monooxygenase (Photinus pyralis), P08659; purified FLuc, Km substrates, luminescence inhibition; AID 588342, 2011; Potency, µM (highest dose often 57.5 µM), inactives show at the highest dose activity change, negative = inhibition, actives largely listed as inhibitors; actives 6.9% (n = 360,000);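 also: potency is read from the fitted curve at half-maximal effect; plate controls were vehicle for no effect and reference inhibitor for full effect; nearly all actives have a fitted effect of over 55% in size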
# Target sequence (P08659 whole entry, looked up): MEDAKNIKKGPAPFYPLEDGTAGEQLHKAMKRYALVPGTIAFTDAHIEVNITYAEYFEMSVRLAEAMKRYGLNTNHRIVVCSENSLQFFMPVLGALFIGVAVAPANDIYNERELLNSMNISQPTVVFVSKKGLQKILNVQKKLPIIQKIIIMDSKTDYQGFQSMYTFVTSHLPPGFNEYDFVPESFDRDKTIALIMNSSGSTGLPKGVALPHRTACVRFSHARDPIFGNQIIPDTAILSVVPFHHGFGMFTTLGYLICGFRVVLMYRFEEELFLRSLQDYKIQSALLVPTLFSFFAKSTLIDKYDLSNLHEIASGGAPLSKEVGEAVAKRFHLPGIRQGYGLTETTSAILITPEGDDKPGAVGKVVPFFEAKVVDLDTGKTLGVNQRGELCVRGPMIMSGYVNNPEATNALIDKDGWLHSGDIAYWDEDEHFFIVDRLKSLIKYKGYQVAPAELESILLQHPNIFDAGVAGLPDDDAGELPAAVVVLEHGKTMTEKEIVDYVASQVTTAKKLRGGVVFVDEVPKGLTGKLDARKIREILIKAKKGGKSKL
#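 Biochemical qHTS of compounds, final roughly 60 µM downward over six points, against 10 nM purified firefly luciferase using Km concentrations of substrates (10 uM D-luciferin, 10 uM ATP) in Tris acetate pH 7.5 buffer; luminescence output.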
# Menin MLL FP TR: qHTS Assay for Inhibitors Targeting the Menin-MLL Interaction in MLL Related Leukemias: Competition With Texas Red Labeled MLL-derived Mutant Peptide; O00255; Menin + Texas Red MLL mutant peptide, fluorescence polarization; Potency, µM (doses to about 61.6 µM), for the others: top-dose FP activity change, negative = inhibition, most hits filed as inhibitors; actives 0.23% (n = 270,000); AID 1768, 2009; active = well fitted inhibition curve with a large enough effect in the polarisation, with a control signal flat, not every such curve was filed as active; inconclusive = small, poorly fitted or top-dose-only effect, or effect the other way, or a change in a side signal; inactive = no such curve, though single readings can be large or run the other way; the % refers to the polarisation; also: potency is read from the fitted curve at half-maximal effect; % of control where 0% means no effect; many of its hits are not listed in these tables
# ELG1 genotoxic: qHTS screen for small molecules that induce genotoxicity in human embryonic kidney (HEK293T) cells expressing luciferase-tagged ELG1; HEK293T ELG1-luciferase reporter, luminescence, 16 h; Potency, µM (top dose mostly 46 µM), for inactives: at the highest dose activity change, positive = activation, actives largely listed as activators; AID 504466, 2011; actives 1.3% (n = 330,000); also: potency is read from the fitted curve at half-maximal effect; % of control where 0% means no effect; nearly all actives have a fitted effect of over 60% in size
#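 Luminescence read-out: rising ELG1-luciferase signal, reflecting elevated ELG1 protein under genetic stress, flags genotoxic compounds. Cells were treated for 16 hr at 37 °C before ONE-Glo detection.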
# PKM2 act: qHTS Assay for Activators of Human Muscle isoform 2 Pyruvate Kinase; purified PKM2, Kinase-Glo ATP luminescence, activation; response scale: 0% is enzyme alone, no compound; Potency, µM (doses to about 57.5 µM), inactives show at the top dose activation, hits mostly activators; actives 0.34% (n = 260,000); AID 1631, 2009; also: potency is read from the fitted curve at half-maximal effect; % is scaled to controls: 0 for no effect and ±100 for the full control effect; nearly all actives have a fitted effect of over 55% in size
# Target sequence (P14618 whole entry, looked up, canonical isoform): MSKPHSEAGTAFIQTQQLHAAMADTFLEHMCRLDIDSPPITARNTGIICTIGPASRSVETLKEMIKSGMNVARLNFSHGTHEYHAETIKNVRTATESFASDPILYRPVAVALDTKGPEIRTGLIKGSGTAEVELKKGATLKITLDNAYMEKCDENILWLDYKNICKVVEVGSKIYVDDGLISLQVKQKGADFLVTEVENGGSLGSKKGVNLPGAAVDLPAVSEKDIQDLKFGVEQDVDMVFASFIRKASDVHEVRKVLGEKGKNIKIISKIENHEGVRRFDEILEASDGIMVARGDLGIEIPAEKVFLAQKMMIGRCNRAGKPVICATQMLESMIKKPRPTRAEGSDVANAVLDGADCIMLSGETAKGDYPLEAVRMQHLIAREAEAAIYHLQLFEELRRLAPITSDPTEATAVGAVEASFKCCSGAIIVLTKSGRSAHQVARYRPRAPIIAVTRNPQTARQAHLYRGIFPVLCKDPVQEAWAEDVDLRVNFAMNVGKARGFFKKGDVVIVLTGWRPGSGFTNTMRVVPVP
#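 ATP formation by purified human PK-M2, quantified via coupled luciferase luminescence after 1 h at room temperature with 0.1 mM ADP and 0.5 mM PEP final.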
# NPC1 promoter act: qHTS Assay for NPC1 Promoter Activators; AID 485313, 2010; actives 2.4% (n = 320,000); Huh7 NPC1 promoter luciferase reporter, 24 h; Potency, µM (highest dose often 9.22 µM), inactives show at the highest dose activation, actives largely listed as activators;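 also: potency is read from the fitted curve at half-maximal effect; % of control where 0% means no effect; nearly all actives have a fitted effect of over 60% in size; reporter is driven by a mutant NPC1 promoter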
#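 Compounds in DMSO were transferred onto Huh7 NPC1-luciferase reporter cells pre-incubated 2 h; after 24 h at 37 °C, Amplite reagent was dispensed and luminescence recorded 10 min later.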
# Giardia killer: Small Molecules that selectively kill Giardia lamblia: qHTS; Giardia lamblia trophozoite viability; activity change, % at 7.66 µM, hits read low; actives 0.15% (n = 340,000); in the data active = activity change below about -80%; inconclusive = between about -30% and that limit;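 also: parasites exposed to compound for two days anaerobically before the ATP read; % is scaled to controls: 0 for no effect and ±100 for the full control effect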
#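 Luminescent ATP signal served as the viability read-out, measured 15-30 min after adding ATP detection reagent to trophozoites that had been incubated with compounds for 48 hrs at 37 deg C anaerobically at 100 cells/well.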
# RORg inh: qHTS for inhibitors of ROR gamma transcriptional activity | actives 5.4% (n = 310,000) | Potency, µM (doses to about 53.6 µM), without a hit: top-dose activity change, negative = inhibition, usual class: inhibitors | Drosophila S2 Gal4-RORgamma UAS-luciferase reporter, 20 h | Nuclear receptor ROR-gamma (Mus musculus), P51450; also: potency is read from the fitted curve at half-maximal effect; % is scaled to controls: 0 for no effect and ±100 for the full control effect; nearly all actives have a fitted effect of over 60% in size
#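 Using a luciferase readout, inhibitors were identified by reduced reporter activity in Drosophila cells coexpressing a copper-inducible Gal4–ROR gamma fusion and UAS-driven Photinus luciferase, incubated 20 hr after 700 uM copper sulfate.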
# Rab9 prom act: qHTS Assay for Rab9 Promoter Activators. Huh7 Rab9 promoter-luciferase reporter, luminescence, 24 h. Potency, µM (highest dose often 9.22 µM), inactives show top-dose activation, negative = inhibition, actives largely listed as activators. actives 2.8% (n = 320,000); also: potency is read from the fitted curve at half-maximal effect; % of control where 0% means no effect; nearly all actives have a fitted effect of over 60% in size
#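 Rab9 promoter-driven luciferase in stably transfected Huh7 cells; 1500 cells/well rested 2 h, exposed to compound in DMSO for 24 h at 37 °C, 5% CO2. Luminescence read 10 min after adding luciferase reagent at ambient temperature.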
# BRCA1 expr up: qHTS Assay to Identify Small Molecule Activators of BRCA1 Expression; MCF7-BRCA1-FFLuc reporter, luminescence, 48 h; response scale: scaled: vehicle 0%, 10 µM genistein 100%; Potency, µM (titrated, usually from 46.1 µM), for inactives: at the top dose activation, hits mostly activators; actives 1.1% (n = 380,000); AID 624202, 2012; also: potency is read from the fitted curve at half-maximal effect; nearly all actives have a fitted effect of over 80% in size; some results filed as inactive show a strong effect at the top dose
#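 48 h compound treatment of MCF7-BRCA1-FFLuc cells (phenol-red free MEM, 37 °C), then 15 min with luciferase substrate and luminescence imaging.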
# VP16 counter: VP16 counterscreen qHTS for inhibitors of ROR gamma transcriptional activity; Drosophila S2 Gal4-VP16 UAS-luciferase, luminescence, 20 h; Potency, µM (series often up to 53.6 µM), without a hit: top-dose activity, negative = inhibition, usual class: inhibitors; AID 2546, 2010; actives 3.5% (n = 310,000);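 also: Gal4-VP16 expression switched on by copper sulfate through the metallothionein promoter; potency is read from the fitted curve at half-maximal effect; % is scaled to controls: 0 for no effect and ±100 for the full control effect; nearly all actives have a fitted effect of over 50% in size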
# Active calls of the source: *; ? = inconclusive; / = not tested or not shown; & = joins results of further samples; [ ] = another dose, or the depositor's remark. Unless noted, calls follow the shape of the dose curve; as a rule, active = well fitted curve in the direction sought with a large enough effect; inconclusive = small, poorly fitted or top-dose-only effect, or another doubt; inactive = no such curve, though single readings can be large; an effect the other way counts as inactive or inconclusive. Not all compounds are listed; rates above refer to the full screens.
cpd	smiles	p53 reactivation	FLuc modulator	Menin MLL FP TR	ELG1 genotoxic	PKM2 act	NPC1 promoter act	Giardia killer	RORg inh	Rab9 prom act	BRCA1 expr up	VP16 counter
1	CC(=O)C1=C(C)N(Cc2ccco2)C(=O)C1(NC(=O)C1CCCCC1)C(F)(F)F (stereo not drawn)	-1%	1%	-1%	2%	-10%	-2%	0	3%	-1%	2%	-3%
2	CC(OC(=O)CN1C(=O)c2ccccc2C1=O)C(=O)NCc1ccccc1 (stereo not drawn)	-3%	3%	/	1%	0%	-6%	6	8%	14%	-2%	3%
3	CCN(CC)CCCNC(=O)C(C)Sc1nc(-c2ccccc2)cc(C(F)(F)F)n1 (stereo not drawn)	-3%	0%	/	0%	1%	-1%	30[activator]	-19%	-6%	-6%	2%
4	CCN(Cc1ccccc1)C(c1cccs1)c1nnnn1C1CCCCC1 (stereo not drawn)	10%	-2%	-25%	-12%	-1%	-4%	0	6%	-5%	-34%	-21%
5	CC(C)NS(=O)(=O)c1ccc(OCC(=O)Nc2ccc(F)cc2)cc1	2%	-1%	-3%	-7%	4%	-3%	9	5%	-6%	-18%	-5%
6	CC(C)(C)C1CCC(OC(=O)CN2CCCCC2)CC1 (stereo not drawn)	5%	19µM*	/	10%	-2%	21%	-8	27%	15%	20%	17%
7	COC(=O)c1c(NC(=O)CN2CCCC(C)C2)c2c(C)cccc2n1C (stereo not drawn)	-6%	0%	-6%	-2%	-2%	-4%	-14	-37%	6%	-25%	-8%
8	COc1ccc(CN2CCSCC2)c(C)c1C	/	4%	-4%	0%	2%	-4%	-16	-13%	1%	-10%	-6%
9	O=C(O)c1cc(=O)n(Cc2ccccc2)c(=O)[nH]1	-3%	6%	11%	0%	/	2%	-1	0%	-7%	4%	-1%
10	COc1ccc(C(=O)Oc2ccc3ccc(=O)oc3c2)cc1OC	15%	-7%	?	0%	-4%	1%	2	-19%	2%	-7%	-12%
11	O=C(Cn1cc(C(=O)c2ccco2)c2ccccc21)NC1CCCCC1	3%	0%	-1%	-15%	7%	-5%	-3	18%	-7%	-27%	-9%[10 µM]
12	COc1ccc(S(=O)(=O)N2CCOC2CNC(=O)C(=O)NCCc2ccccc2)cc1C (stereo not drawn)	/	0%	-2%	-11%	0%	-3%	-9	10%	0%	-42%	6%
13	CCc1ccc(NC(=O)Cn2nc(C(=O)O)c3ccccc3c2=O)cc1	2%	7%	11%	1%	/	1%	7	9%	10%	29%	5%
14	CCc1noc(C)c1C(=O)OCC(=O)NC(=O)c1ccccc1OC	4%	-18%	/	-3%	-9%	-5%	-11	?	3%	9%	-4%
15	CCOc1cc2[nH]c(=O)n(CCCC(=O)NCc3ccc(OC)cc3)c(=O)c2cc1OCC	2%	-8%&-8%	?	1%	1%	3%	5	-28%	0%	0%	-14%
16	CC(O)[C@@H](C(=O)N1CCNCC1)n1cc(CCCCN)nn1 (stereo partly drawn)	2%	-2%	-8%	3%	-2%	-4%	-23	-26%	10%	-16%	-5%
17	NC(=O)c1ccccc1NC(=O)CCCc1ccccc1	/	?	15%	3%	-2%	21%	-8	14%	20%	?	-2%
18	CC(=O)/C(=N/Nc1ccc(C)cc1)Sc1nnc(CCc2ccccc2)n1-c1ccccc1	3%	-1%	-4%	-5%	13%	-3%	-3	?	0%	-1%	?
19	COc1cccc(NC(=O)C(OC(=O)/C=C/c2ccc3c(c2)OCO3)c2ccccc2)c1 (stereo not drawn)	2%	-16%	/	-1%	-4%	-2%	23	18%	-1%	2%[1.84 µM]	0%
20	C(=N\Nc1ccccn1)/c1c[nH]c2ccccc12	12%	15µM*	/	?	7%	-3%	8	?	28%	61%	?
21	Cn1c(S(=O)(=O)O)nc2ccccc21	-1%	8%	/	5%	2%	-5%	-2	0%	0%	0%	-2%
22	COc1ccc(C(=O)N2CCCC(c3ccccc3)=N2)cc1	-1%	-14%	5%	-1%	21%	-8%	-12	43%	-1%	-7%	-18%
23	CC1Cc2ccccc2N1C(=O)COC(=O)Cc1ccc(F)cc1 (stereo not drawn)	4%	3%	/	1%	/	-4%	6	/	-8%	-5%	/
24	O=C(CN(C(=O)CNS(=O)(=O)c1ccccc1)c1ccc2c(c1)OCCO2)NCc1ccco1	4%	0%	?	4%	5%	1%	-1	18%	6%	-31%	-6%
25	CCNC(=O)NC(=O)C(C)OC(=O)CCCSc1nc2ccccc2s1 (stereo not drawn)	-18%	-15%	7%	0%	11%	1%	-14	?	-3%	-49%	4.5µM*
26	CCN(CC)S(=O)(=O)c1ccc2c(c1)nc(CCC(=O)Nc1ccc(N3CCOCC3)cc1)n2C	2%	17µM*	-4%	-1%	-12%	0%	0	8%	1%	4%	13%
27	Cc1ccccc1NC(=O)Cc1nc(COC(=O)COc2cccc(C)c2C)cs1	-1%	2%	/	1%	/	-1%	-3	/	-3%	9%	/
28	Cc1cccc(Cn2cnc3c(N)c(C)c(C)cc32)c1	-2%	5%	2%	7%	-2%	0%	-4	?	-2%	-12%	6%
29	O=[N+]([O-])c1cc(-c2nnc(Nc3ccccc3)c3ccccc23)ccc1N1CCOCC1	-16%	-4%	1%	-5%	25%	-4%	14	35%	-13%	-52%	-20%
30	COc1cccc(-c2cc3c(-n4cccc4)ncnc3o2)c1	8%	?	12%	1%	1%	?	-26	41%	1%	-34%	4%
31	Cc1ccc(S(=O)(=O)n2ccc3c2CCCC3=O)cc1	1%	0%	13%	?	/	3%	2	7%	-5%	-22%	-9%
32	CCCc1[nH]n(-c2ccc(F)cc2)c(=O)c1C=Nc1cccc(F)c1	3%	-4%	8%	-4%	-15%	6%	3	11%	0%	-50%	-13%
33	CCC(C)(C)NC(=O)Cn1c(-c2ccc(C)cc2)noc1=O	-3%	0%	/	0%	1%	-2%	-1	11%	1%	0%	8%
34	O=C(OCc1c(-c2ccccc2)ncc2ccccc12)N1CCOCC1	?	2.7µM*	/	5%	/	-2%	9	/	-4%	2%	/
35	CCOc1cc2c(cc1C=O)OC(C)C2 (stereo not drawn)	0%	-1%	-4%	1%	0%	-3%	6	13%	0%	-37%	-19%
36	Cc1cc(OCc2cc3c(cc2Cl)OCO3)c2c(C)cc(=O)oc2c1	2%	3%	-15%	-1%	-1%	5%	-8	-5%	3%	-23%	8%
37	COC(=O)c1cc(CNC(=O)c2ccc(N3CCCC3)c([N+](=O)[O-])c2)ccc1OC	-3%	-1%	-12%	6%	10%	1%	3	-3%	5%	-2%	-2%
38	Cc1sc2ncnc(SCC(=O)NC(C)(C)C)c2c1C	3%	0%	-2%	1%	16%	-1%	-5	34%	0%	-19%	-2%
39	COCCNC(=S)N1CCN(C/C=C/c2ccccc2)CC1	-1%	-4%	-6%	2%	9%	-8%	30[activator]	?	-4%	-19%	-8%
40	Cc1cccc(Cn2c(C(=O)OC(C)C)cc3c2ccn3C)c1	1%	9%	-9%	-3%	5%	1%	-18	-23%	2%	2%	-8%
41	CSc1ncccc1C(=O)OCC(=O)NC(=O)NCCC(C)C	-4%	12%	-1%	10%	6%	1%	4	?	9%	0%	-5%
42	COc1ccc(-c2cc(C(=O)Nc3ccccc3SC)no2)cc1	5%	-1%	/	5%	0%	5%	1	0%	25%	13%	1%
43	COC(C[C@@H](O)CC(=O)[C@@H](C)OCc1ccccc1)OC	0%	-1%	/	3%	-3%	-1%	5	3%	-5%	0%	0%
44	CCNC(=O)C1CC(=O)N(Cc2ccc(F)cc2)C(=Nc2ccc(OC)cc2)S1 (stereo not drawn)	-1%	2%	5%	0%	4%	-5%	-4	-23%	7%	-4%	-7%
45	COc1ccc(-c2nnc(SCc3nnc(-c4ccccc4)o3)n2C)cc1OC	11%	-13%	0%	7%	-4%	1%	-11	?	20%	-1%	-3%
46	O=C1CSc2ccccc2N1Cc1ccc(F)cc1	23%	-18%	9%	4%	-13%	1%	4	23%	6%	2%	-9%
